IMP-1 inhibitor – inhibitors of Pseudomonas aeruginosa IMP-1 metallo-beta-lactamase; purified IMP-1, nitrocefin hydrolysis, epi-absorbance fluorescence; inhibition, % at 5.6 µM; 0.45% of 290,000 active; AID 1556;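 active = inhibition above the mean plus 3 SD of all compounds in the same screening run, cut at about 4.5% in these data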;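 note: 0% = IMP-1 with DMSO and 100% = DMSO wells lacking enzyme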
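System: purified IMP-1; amount: IMP-1 0.2 nM before substrate addition; compound: single dose, 5.6 µM; times: 25 °C, 15 min preincubation, 25 min reaction; signal: Epi-absorbance via hydrolysed-nitrocefin quenching of white-plate fluorescence, 480/530 nm, EDTA stop; benchmarks: DMSO with and without IMP-1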
VIM-2 inhibitor – blocks Pseudomonas aeruginosa VIM-2 metallo-beta-lactamase | purified VIM-2, nitrocefin hydrolysis, epi-absorbance fluorescence | 0.89% of 290,000 active | inhibition, % at 5.6 µM;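 active = inhibition above the mean of all tested compounds plus 3 SD, cutoff set per screening run, cut at about 7.5% in these data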;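 note: red hydrolysis product quenches plate fluorescence so inhibitors raise well fluorescence; 0% = enzyme with DMSO and 100% = DMSO without enzyme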
NALP1 inh – NALP1 inhibition; S. cerevisiae NALP1/ASC/caspase-1 growth, X-gal OD620, 72 h; inhibition, % at 10 µM; 0.61% of 280,000 active; in the data active = inhibition mostly above about 24%, no sharp cut-off; inactive = mostly below about 32%; note: some compounds called inactive have numbers as strong as hits
DNA FID counter – displaces DNA intercalator in HCV helicase counter-screen; AID 1845; inhibition, % at 7.9 µM; DNA fluorescent intercalator displacement, fluorescence; 0.17% of 290,000 active; in the data active = inhibition above about 37%;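 note: 0% = vehicle and 100% = reference compound; higher means more ethidium bromide displaced from hairpin DNA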
HCV NS3 hel inh – inhibitors of Hepatitis C virus NS3 helicase. NS3 helicase DNA unwinding, Cy5 molecular beacon fluorescence. inhibition, % at 10.9 µM. 0.56% of 290,000 active;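 active = inhibition above the mean of all tested compounds plus 3 SD, set per campaign, cut at about 35% in these data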;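 note: 0% = DMSO wells and 100% = thioflavine S control wells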
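Test system: hepatitis C virus NS3 helicase domain fragment enzyme. Also added: annealed dual-labelled DNA beacon duplex, ATP-started. Timing: 60 min unwinding reaction at 25 °C after ATP addition. Technique: Cy5 fluorescence. Measure: % inhibition of unwinding.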
MEKK2wt PB1 HTS – raises or lowers MEK5 binding to wildtype human MEKK2 PB1 domain | binding response (% of control), % at 10 µM | bead flow cytometry, Alexa488-MEK5 binding to MEKK2 WT; actives lie on both sides | 1.1% of 290,000 active | AID 1531 | Q9Y2U5; in the data active = binding response below about 67% or above about 130%
MEKK2 mut-MEK5 – signal of MEK5 binding to mutant human MEKK2 PB1 domain. bead flow cytometry, Alexa488-MEK5 binding to MEKK2 mutant. percent response, % at 10 µM. 0.35% of 290,000 active; in the data active = percent response above about 24%, passing the limit was not always enough; note: inactives centre near 1; some results filed as inactive read as strong as hits
M18AAP inhibitor – blocks P. falciparum M18 aspartyl aminopeptidase; recombinant PfM18AAP, H-Glu-NHMec fluorogenic cleavage; inhibition, % at 7.35 µM; 1.2% of 290,000 active; AID 1822;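 active = inhibition above the campaign mean inhibition over all tested compounds plus 3 SD, cut at about 28% in these data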;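 note: 0% = plate median of test compound wells and 100% = 2 mM ZnCl2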
UBC9 SUMO inh – blocks human SUMOylation mediated by UBC9; AID 2006; inhibition, % at 35 µM; P63279; 0.36% of 290,000 active; HTRF SUMOylation assay, SAE1/SAE2 + UBC9, in vitro; in the data active = inhibition above about 50%, passing the limit was not always enough; note: strong numbers were not always called active
Target sequence (P63279 whole entry, looked up): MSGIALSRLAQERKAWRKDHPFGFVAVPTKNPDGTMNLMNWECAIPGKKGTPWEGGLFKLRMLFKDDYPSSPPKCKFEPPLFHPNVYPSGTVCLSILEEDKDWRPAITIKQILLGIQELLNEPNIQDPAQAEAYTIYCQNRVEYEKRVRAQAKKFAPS
The depositor's hits bear a star; . = no result given.

SMILES	IMP-1 inhibitor	VIM-2 inhibitor	NALP1 inh	DNA FID counter	HCV NS3 hel inh	MEKK2wt PB1 HTS	MEKK2 mut-MEK5	M18AAP inhibitor	UBC9 SUMO inh
C/C(=N\NC(=O)c1ccccc1[N+](=O)[O-])c1ccc(Br)s1	-1.6	-1.2	-13	2	6	98	-1	0	-17
Nn1c(SC/C=C/c2ccccc2)nnc1-c1ccccn1	-1.8	-2.5	8	-11	2	99	0	-4	14
COc1cccc(C=O)c1OC(=O)N1CCOCC1	-1.8	-1.2	0	-5	4	104	5	-1	17
O=C(Cc1ccccc1Cl)NC1(O)C(=O)c2ccccc2C1=O	-2.9	-1.8	7	6	-8	99	1	1	.
NC(=O)C1CCN(C(=O)c2cnn(-c3ccccc3)c2NC(=O)c2cccc(F)c2)CC1	-3.0	-2.4	17	-7	-6	97	3	-5	0
C/C=C(\C)CN1CCN(c2cc(C)ccc2C)CC1	-2.8	-2.3	-5	6	2	92	-3	2	18
CCOC(=O)N1CCN(C(=O)/C(=C/c2ccc(OC)cc2)NC(=O)c2ccccc2)CC1	-3.1	-3.4	0	-38	1	99	2	7	-13
CC(=O)Nc1ccc(S(=O)(=O)N2CCCC2C(=O)Nc2ccc3c(c2)OCCO3)cc1 (centres undefined)	-1.6	-3.2	-11	-6	-4	99	0	-5	1
N#C/C(=C\c1ccc(Oc2ccc(C(F)(F)F)cc2[N+](=O)[O-])cc1)c1nc2ccccc2[nH]1	-3.2	-4.5	4	1	4	98	2	5	16
O=C(N/C(=C\c1ccc(Br)cc1)C(=O)N1CCOCC1)c1ccc([N+](=O)[O-])cc1	-2.0	-3.8	8	-32	-2	97	1	4	8
Cn1c(=O)c2c(nc(NCc3ccc4c(c3)OCO4)n2Cc2ccccc2)n(C)c1=O	-1.4	0.3	.	-4	-5	99	-2	-8	-5
CCOC(=O)C1CCCN(CC(=O)Nc2c(F)c(F)c(F)c(F)c2F)C1 (centres undefined)	-2.6	-1.3	7	-14	-7	112	4	-14	14
Cc1cccc(COc2ccccc2C(=O)OCC(=O)N(C)c2c(N)n(Cc3ccccc3)c(=O)[nH]c2=O)c1	-1.7	-0.7	8	-46	-8	100	1	-10	4
O=C(NC1CC1)C(=O)c1c[nH]c2ccccc12	-1.0	-0.3	27	0	-5	98	1	-7	5
Cc1ccsc1/C=N/NC(=O)c1nnn(-c2nonc2N)c1-c1ccccc1	-0.9	-1.3	-3	-19	-8	100	-2	-4	4
O=C(Nc1ncc(S(=O)(=O)c2ccc([N+](=O)[O-])cc2)s1)c1cccnc1	-1.4	-1.7	.	-1	2	106	1	10	15
Cc1ccc(S(=O)(=O)CCSc2nccn2C)cc1	0.6	0.5	15	-2	7	85	-27	-10	20
Cc1onc(-c2ccccc2)c1C(=O)c1c[nH]c(C(=O)NCCCN2CCOCC2)c1	-3.7	-3.1	-38	9	-4	97	-4	-9	3
Cc1ccc(NC(=O)Cc2ncon2)cc1Cl	-2.2	-3.1	9	-3	-4	99	2	-6	-2
COc1ccc(C2CC(C(F)(F)F)n3ncc(C(=O)NCC4CCCO4)c3N2)cc1OC (centres undefined)	-1.8	-2.7	4	-27	-3	103	0	-8	24
Cc1ccccc1NC(=O)C1CCC(=O)N1 (centres undefined)	-3.1	-1.0	16	-4	4	106	3	-1	10
Cc1nn(Cc2ccccc2)c(C)c1/C=N/NC(=O)c1ccccc1O	0.8	-3.9	2	-23	-5	103	6	8	4
CCCCn1c(CCCNC(=O)CC)nc2ccccc21	-2.7	0.5	.	-7	0	106	9	-1	14
COC(=O)c1ccc(CN2CCCC(CNC(=O)Cc3ccc(OC)cc3)C2)cc1 (centres undefined)	-3.5	-2.4	15	7	-1	102	4	-2	-4
CC(=O)CCc1c(C)nc2ccc(C)cc2c1Cl	-2.3	-3.7	21	-16	3	117	1	-1	6
Cc1cc(C)c(NC(=S)NC(=O)c2c(Cl)c(C)nn2C)c([N+](=O)[O-])c1	-0.7	0.4	30	-5	17	94	-5	-16	-6
Cc1ccc(NC(=O)CN2CCC(NC(=O)c3ccccc3F)CC2)cc1C	-2.2	-1.7	15	9	-25	120	2	-2	6
COc1ccc(CC(=O)Nc2sc3c(c2C#N)CC(C)(C)NC3(C)C)cc1OC	-3.2	-2.2	1	5	4	104	9	-2	1
CCCN(CC1CC1)C(=O)COC(=O)c1ccc2c(c1)C(=O)N(c1ccc(OCC)cc1)C2=O	-4.2	-3.9	5	-12	-2	103	-2	0	10
N#Cc1ccccc1NC(=O)CSc1ccc([N+](=O)[O-])cn1	-0.6	-0.5	1	0	7	102	3	-2	5
Fc1cccc(Nc2nc(-c3ccncc3)nc3ccccc23)c1	-2.7	-0.2	9	-4	-3	91	-2	0	6
COc1ccccc1C(=O)NCC(=O)OCc1csc(-c2ccccc2)n1	-1.1	-1.5	22	-24	-8	109	2	-4	-10
O=C(/C=C/c1ccco1)Nc1nc(-c2ccccc2)cs1	-1.8	-1.0	44	-10	19	101	-1	1	18
CCN(CC)C(=O)NC(c1ccc(C)c(F)c1)C(Cl)(Cl)Cl (centres undefined)	-5.1	-1.3	32	-17	12	107	7	-6	-20
CC(=O)c1c(C)[nH]c(C(=O)Nc2ccccn2)c1C	-0.6	-0.1	7	-8	-3	97	-6	2	3
O=C(NCC1CCCO1)Nc1cc(Cl)cc(Cl)c1 (centres undefined)	-2.8	-3.1	23	0	-4	98	0	8	6
Cn1nc(C(=O)Nc2ccc3c(c2)OCO3)c2ccccc2c1=O	-0.6	-0.3	4	-17	31	113	14	6	13
COCCn1c(C)cc(C(=O)COc2nc3ccccc3nc2C)c1C	-1.2	1.6	7	-13	4	104	4	11	0
Brc1ccc(-c2ncc3ccccn23)cc1	-3.6	-2.9	.	-8	15	83	-23	7	20
CCN(CCCNC(=O)c1ccc2c(c1)NC(=O)CN2C)c1cccc(C)c1	-2.5	-3.1	5	-18	3	107	2	28	3
CC(C)CCOP(=O)(c1ccccc1)c1ccccc1	-1.5	-2.2	17	-31	5	104	-1	1	-12
Cc1cc(N/N=C(/CCC(=O)O)C(=O)O)nc2ccccc12	-4.3	0.6	19	1	-6	99	-2	-2	-6
Cn1c(N)c(S(=O)(=O)NCc2ccc(F)cc2)c(=O)n(C)c1=O	-1.5	-0.4	9	-3	1	107	6	4	3
COCCCn1c(=O)c2ccccc2n(CC(=O)N2CCCc3ccccc32)c1=O	-2.3	-1.6	15	-34	1	101	3	3	6
COc1cc(OC)cc(C(=O)NC(C)c2ccc(Br)cc2)c1 (centres undefined)	-0.5	-0.9	-11	-15	5	104	2	-9	28
CCC(C)(C)c1ccc(OCCCC[n+]2cccc(C)c2C)c(C(C)(C)CC)c1	-1.8	-2.4	29	26	-51	170*	41	3	20
COc1ccc(/C=N/Nc2ncnc3sc4c(c23)CCCC4)cc1OC	-0.8	2.9	22	0	14	85	-9	2	4
CN(Cc1ccncn1)C(=O)C1CCC(=O)N(Cc2cccc(C(F)(F)F)c2)C1 (centres undefined)	-0.9	-0.4	22	-8	9	99	2	-10	4
CON1C(=O)C(=O)N(OC)C(C)(C)C1(C)C	-2.5	0.7	15	2	5	116	6	0	-20
CC(=O)NC(CC(=O)N(C)C1CCCCC1)c1ccccc1 (centres undefined)	-2.5	-1.0	9	-13	-9	96	0	2	14
(continued)
SMILES	IMP-1 inhibitor	VIM-2 inhibitor	NALP1 inh	DNA FID counter	HCV NS3 hel inh	MEKK2wt PB1 HTS	MEKK2 mut-MEK5	M18AAP inhibitor	UBC9 SUMO inh
Cc1ccc(S(=O)(=O)N(CC(=O)N2CCOCC2)CC(=O)N2CCOCC2)cc1	-5.8	0.4	-2	-3	-4	102	4	-8	-6
CC1CN(S(=O)(=O)c2ccc(NC(=O)c3ccco3)cc2)CC(C)O1 (centres undefined)	0.4	-5.1	32	-5	-1	96	-1	-4	9
COC(=O)c1ccccc1NC(=O)N1c2ccccc2Sc2ccccc21	-1.6	-4.8	17	1	3	89	-2	0	-20
CC1(C)CC(=O)C/C(=N\NC(=O)c2cccs2)C1	-3.9	-2.0	25	-4	7	97	1	38*	-6
COC(=O)NC1CCC(CC2CCC(NC(=O)OC)CC2)CC1 (centres undefined)	-4.4	-3.6	-4	-26	10	103	0	2	15
O=c1c2ccccc2nc(SCc2nnc(-c3ccccc3)o2)n1-c1ccccc1	.	.	12	.	.	91	-8	.	30
CNC(=O)CSc1nnnn1-c1ccc(C)cc1C	-1.7	-0.1	26	-3	-7	104	8	-15	8
COC(=O)C1=C(C)N(C)C(=O)NC1c1ccc(O)c(OC)c1 (centres undefined)	-2.5	-1.7	-47	-1	-1	101	8	2	-12
CCn1c(COc2ccccc2)nnc1SCC(=O)Nc1ccc(N2CCOCC2)cc1	-2.4	-4.2	-2	-48	9	101	5	5	10
O=C1CS/C(=N\NC(=O)c2ccccc2)N1	-1.0	-3.1	10	1	9	105	5	-4	10
CCCCC(=O)Nc1ccccc1C(=O)N1CCOCC1	-1.3	1.7	8	-4	2	102	4	4	-2
O=C(NCC(=O)N1CCN(c2ncc(C(F)(F)F)cc2Cl)CC1)c1ccc(Br)o1	-1.7	0.8	6	-35	-8	96	0	0	-6
CC(C)(C)c1nc(SCC(=O)N2CC(=O)Nc3ccccc32)c2ccccc2n1	-2.9	-4.9	-7	0	12	95	-8	4	0
C=CCN1C=C2C(=O)C(C)(OC(=O)CCC(=O)OC)C(=O)C(Br)=C2C=C1c1ccc(OC)cc1 (centres undefined)	.	.	7	.	.	-3.0*	-1	.	18
COc1ccc(Cc2nnc(NC(=O)C3CC(=O)N(CCc4ccc(F)cc4)C3)s2)cc1OC (centres undefined)	-4.3	-0.9	19	-51	-12	105	1	1	3

A stretch from the list above, as a working copy:
SMILES	IMP-1 inhibitor	VIM-2 inhibitor	NALP1 inh	DNA FID counter	HCV NS3 hel inh	MEKK2wt PB1 HTS	MEKK2 mut-MEK5	M18AAP inhibitor	UBC9 SUMO inh
CNC(=O)CSc1nnnn1-c1ccc(C)cc1C	-1.7	-0.1	26	-3	-7	104	8	-15	8
COC(=O)C1=C(C)N(C)C(=O)NC1c1ccc(O)c(OC)c1 (centres undefined)	-2.5	-1.7	-47	-1	-1	101	8	2	-12
CCn1c(COc2ccccc2)nnc1SCC(=O)Nc1ccc(N2CCOCC2)cc1	-2.4	-4.2	-2	-48	9	101	5	5	10
O=C1CS/C(=N\NC(=O)c2ccccc2)N1	-1.0	-3.1	10	1	9	105	5	-4	10
CCCCC(=O)Nc1ccccc1C(=O)N1CCOCC1	-1.3	1.7	8	-4	2	102	4	4	-2
O=C(NCC(=O)N1CCN(c2ncc(C(F)(F)F)cc2Cl)CC1)c1ccc(Br)o1	-1.7	0.8	6	-35	-8	96	0	0	-6
CC(C)(C)c1nc(SCC(=O)N2CC(=O)Nc3ccccc32)c2ccccc2n1	-2.9	-4.9	-7	0	12	95	-8	4	0
C=CCN1C=C2C(=O)C(C)(OC(=O)CCC(=O)OC)C(=O)C(Br)=C2C=C1c1ccc(OC)cc1 (centres undefined)	.	.	7	.	.	-3.0*	-1	.	18
COc1ccc(Cc2nnc(NC(=O)C3CC(=O)N(CCc4ccc(F)cc4)C3)s2)cc1OC (centres undefined)	-4.3	-0.9	19	-51	-12	105	1	1	3

High-throughput results (PubChem BioAssay)

Compounds were not picked by outcome; 4.7% or so of the library scored in one or more.
